NPY-Y1 PAM-ag: human NPY-Y1 potentiation or agonism, primary screen; P25929; NPY-Y1 expressing cells, potentiator/agonist activation; activation, % at 3.6 µM; actives 0.37% (n = 220,000); AID 1304; in the data active = activation above about 33%, passing the limit was not always enough;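 note: cells stimulated with NPY at EC10 then isoproterenol at EC100; 0% = low agonist plus stimulus and 100% = saturating agonist plus stimulus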
Target sequence (P25929 whole entry, looked up): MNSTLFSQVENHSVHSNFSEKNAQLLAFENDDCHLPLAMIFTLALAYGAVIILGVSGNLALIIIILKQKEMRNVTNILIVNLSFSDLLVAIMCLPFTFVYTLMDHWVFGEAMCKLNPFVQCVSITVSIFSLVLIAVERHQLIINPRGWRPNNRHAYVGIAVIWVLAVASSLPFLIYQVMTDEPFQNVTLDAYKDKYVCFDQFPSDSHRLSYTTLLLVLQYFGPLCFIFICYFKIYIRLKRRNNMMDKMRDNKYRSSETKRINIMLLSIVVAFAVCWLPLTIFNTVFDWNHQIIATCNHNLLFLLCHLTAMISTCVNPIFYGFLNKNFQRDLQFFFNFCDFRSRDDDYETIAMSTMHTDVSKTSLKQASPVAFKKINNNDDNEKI
TRPML3 agonist: activates the human TRPML3 channel; Q8TDD5; HEK293 TRPML3-YFP, Fluo-8 calcium fluorescence; 100% = the carbachol control signal; activation, % at 3 µM; actives 0.29% (n = 220,000);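 active = activation above its plate's cutoff, the mean activation of the plate's test wells plus 3 SD, cut at about 12% in these data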;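 note: 0% = DMSO only wells and 100% = carbachol wells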
Target sequence (Q8TDD5 whole entry, looked up): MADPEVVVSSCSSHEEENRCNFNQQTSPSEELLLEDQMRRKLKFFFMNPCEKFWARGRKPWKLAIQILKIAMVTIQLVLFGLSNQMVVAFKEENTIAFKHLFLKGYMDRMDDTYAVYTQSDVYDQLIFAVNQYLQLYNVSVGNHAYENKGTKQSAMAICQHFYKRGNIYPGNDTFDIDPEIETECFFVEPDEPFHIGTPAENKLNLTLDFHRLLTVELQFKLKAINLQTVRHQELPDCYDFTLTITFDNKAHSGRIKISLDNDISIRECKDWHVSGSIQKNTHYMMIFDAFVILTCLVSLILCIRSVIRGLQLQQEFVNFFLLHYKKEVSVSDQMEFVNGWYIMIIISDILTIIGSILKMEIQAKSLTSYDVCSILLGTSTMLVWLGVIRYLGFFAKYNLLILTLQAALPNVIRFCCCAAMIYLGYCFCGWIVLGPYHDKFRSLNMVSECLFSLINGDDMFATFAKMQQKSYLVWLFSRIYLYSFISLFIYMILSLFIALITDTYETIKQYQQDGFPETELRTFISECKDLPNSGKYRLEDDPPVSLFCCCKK
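Test system – HEK293 line with stable expression of human TRPML3-YFP channel · Control set – carbachol 87 µM final as high control (100%), DMSO as low control (0%) · Signal – Fluo-8 calcium dye fluorescence, ex 470-495, em 515-575 nm · Incubation – 1-h 37 °C dye load, 5-s basal, 120-s post-compound reads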
EP2 mod: modulates human prostaglandin E2 receptor EP2 signaling; induction, % at 25 µM; actives 0.83% (n = 260,000); AID 940; EP2-expressing cells, cAMP HTRF FRET, PGE2 co-stimulation;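 active = compounds whose cAMP rise, as percent of the full-agonist control response, exceeds 60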;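 note: rat C6 glioma line stably carrying human EP2 under a CMV promoter; the protocol text gives 20 µM as final concentration; 100% = response of wells given 1 µM PGE2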
S1P4 ag: human S1P4 receptor agonism | S1P4-expressing cell line, agonist reporter assay | activation, % at 4.98 µM | actives 0.35% (n = 220,000); in the data active = activation above about 11%;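 note: 0% = DMSO vehicle and 100% = reference agonist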
NPY-Y1 antag: antagonists of human neuropeptide Y receptor Y1; HEK293-CNG Y1 cells, membrane potential fluorescence; NPY at EC95, then isoproterenol; actives 1% (n = 200,000); AID 1040; inhibition, % at 3.6 µM;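 active = inhibition above the campaign mean inhibition of all tested compounds plus 3 SD, cut at about 20% in these data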;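 note: 0% = DMSO wells given NPY plus isoproterenol and 100% = isoproterenol alone without NPY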
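material = HEK293 cells with Y1 receptor plus CNG channel | also added = NPY 25 nM then isoproterenol 1 µM plus Ro 20-1724 25 µM | schedule = dye 3 h, compound 60 min room temperature, stimulation 45 min | measured by = membrane potential fluorescence | benchmarks = high control isoproterenol alone, low control NPY with isoproterenol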
TRPN1 ag: agonists of zebrafish TRPN1 channel; actives 0.18% (n = 220,000); HEK293 zebrafish TRPN1-YFP, Fluo-8 calcium fluorescence; 100% = response to 87 µM carbachol; activation, % at 3 µM;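 active = activation above its plate's cutoff, the mean activation of test wells on that plate plus 3 SD, cut at about 19% in these data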;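 note: 0% = DMSO alone and 100% = 87 µM carbachol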
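Material: zebrafish TRPN1-YFP in HEK293 cells. Doses: one dose of 3 µM, 0.3% DMSO. Incubation: dye 1 h 37 °C plus 30 min RT. Measured by: intracellular calcium fluorescence with Fluo-8.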
CHOP inhibitor: inhibitors of CHOP induction in ER stress response; AID 2732; inhibition, % at 10 µM; CHO-K1 CHOP-promoter luciferase, tunicamycin-induced, 15-18 h; actives 3.8% (n = 220,000);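 active = compounds that reduced the stress-induced luciferase reporter signal by more than about 70% of percent inhibition, limit read from the data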;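 note: 0% = tunicamycin plus vehicle and 100% = wells without tunicamycin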
NPY2 pot ag: potentiators or agonists of human neuropeptide Y receptor Y2 | actives 0.45% (n = 220,000) | P49146 | activation, % at 3.6 µM | cells expressing NPY-Y2, potentiator/agonist read-out; in the data active = activation above about 27%;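 note: cells stimulated with NPY near EC25 plus isoproterenol at EC100; 0% = vehicle plus submaximal agonist and 100% = vehicle plus saturating agonist; some results beyond the cut were filed as inactive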
S1P4 antagonist: blocks the human S1P4 receptor | AID 1510 | actives 0.26% (n = 220,000) | O95977 | inhibition, % at 4.98 µM | S1P4-expressing cells, antagonist mode, reporter read-out; in the data active = inhibition above about 29%;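 note: 0% = wells stimulated with agonist and 100% = vehicle wells without agonist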
An asterisk follows results filed as active; · = no result given; & = joins results of further samples.

Values run as follows: NPY-Y1 PAM-ag	TRPML3 agonist	EP2 mod	S1P4 ag	NPY-Y1 antag	TRPN1 ag	CHOP inhibitor	NPY2 pot ag	S1P4 antagonist
1. CCN(C(=O)Nc1ccccc1)c1ccccc1
 : -7	0.7	13	1.7	1	-0.1	-14	8	-8
2. CCOC(=O)C1=C(Nc2cccc(Cl)c2)OCC1=O
 : -14	0.8	15	-2.7	3	1.0	-17	-18	-20
3. O=C1C2CCCCN2C(=O)N1CCCCN1CCN(c2ccc([N+](=O)[O-])cc2)CC1 (stereo not given)
 : 8	1.9	0	-2.6	2	1.8	-2	-10	3
4. CCCCC(c1nnnn1CCOC)N1CCN(Cc2ccccc2)CC1 (stereo not given)
 : -9	-0.2	27	-1.1	2	-0.1	10	6	-3
5. O=C(Cn1nc(-c2ccccc2Cl)ccc1=O)Nc1ccccc1-c1ccccc1
 : 26	-0.4	3	2.2	4	-1.0	12	-5	-3
6. CCOC(=O)c1ccc(-n2[nH]c(-c3ccccc3)cc2=O)cc1
 : 6	0.0	-8	2.0	2	0.0	-5	2	-3
7. O=C(c1ccc(S(=O)(=O)NCC2CCCO2)cc1)N1CCN(c2cccc(Cl)c2)CC1 (stereo not given)
 : 7	4.1	-24	0.3	-5	8.3	41	14	-14
8. Cc1ccc(C)c(NC(=S)N(Cc2cccc(Br)c2)CC2CCC(C(=O)O)CC2)c1 (stereo not given)
 : -3	0.6	26	0.0	-2	-1.5	-1	-4	1
9. Cc1ccc2nc(NC(=O)CNS(=O)(=O)c3ccc(Br)s3)sc2c1
 : -42	-0.1	-14	-0.5	20*	-0.2	3	-19	4
10. COCC(C)NC(=O)c1ccccc1[N+](=O)[O-] (stereo not given)
 : -5	1.4	33	-0.8	5	0.5	3	5	-7
11. Cn1cccc1/C=N/NC(=O)Cc1cccc2ccccc12
 : 15	2.6	-46	3.1	-1	5.3	29	17	-13
12. CC(C)=C1C2CCC1C(C(=O)Nc1cc(C)cc(C)c1)C2C(=O)O (stereo not given)
 : 8	1.0	24	-0.1	1	-1.4	1	13	7
13. COc1ccc(N/N=C(/C)c2cnnc(-c3ccccc3)n2)cc1
 : -9	0.0	-4	-1.0	2	0.5	37	3	-5
14. N#Cc1cccc(Nc2c3c(nc4ccccc24)CCCC3)c1
 : -32	-0.2	-45	-0.2	7	-0.1	-16	-19	-1
15. O=C(CCS(=O)(=O)c1ccccc1Cl)Nc1ccc(S(=O)(=O)Nc2ncccn2)cc1
 : -5	0.7	-9	1.2	·	-0.2	4	12	-18
16. Clc1ccc(-c2ccc(/C=N/Nc3cc(N4CCOCC4)nc(N4CCOCC4)n3)o2)cc1
 : 1	0.5	108*	-1.4	-1	0.7	5	13	-17
17. COCCCN(CC(=O)Nc1ccc(N2CCOCC2)cc1)S(=O)(=O)c1ccccc1
 : -5	0.9	10	0.1	-5	0.8	-3	6	-1
18. O=C(O)CNC(=O)CC1S/C(=N/N=C2/NC(=O)CS2)NC1=O (stereo not given)
 : -3	1.1	27	-0.2	2	1.2	-14	4	-8
19. CC(=O)c1c(C)[nH]c(C(=O)Nc2ccc(S(=O)(=O)N(C)C)cc2)c1C
 : 22	1.4	-27	4.3	·	4.4	-11	13	-3
20. CC1CCN(S(=O)(=O)c2ccc(NC(=O)CN3CCN(c4ccccc4)CC3)cc2)CC1
 : -11	0.2	-28	1.9	5	0.6	53	3	-23
21. Cn1nc(C(C)(C)C)cc1C(=O)NNC(=O)c1ccccc1Cl
 : -8	0.8	15	-0.3	·	0.9	4	-7	7
22. CC(=O)c1ccccc1OC(=O)c1ccc([N+](=O)[O-])o1
 : -8	1.0	-59	-0.6	·	1.6	21	7	-6
23. Cc1nc(SCC(O)CO)c([N+](=O)[O-])[nH]1 (stereo not given)
 : -2	0.4	-9&2	-2.2	0	-1.2	-7	1	-3
24. Cc1ccc2nc(SCC(=O)Nc3nnc(SCC(N)=O)s3)[nH]c2c1
 : 4	0.2	7	2.2	6	0.3	11	-3	-15
25. Cc1ccc(C)c(C2=CSC3=NCCN23)c1
 : -11	0.5	1	-1.0	3	-0.1	4	0	-10
26. CO/N=C/NC(=O)C1=NOC(CNc2ncc(C(F)(F)F)cc2Cl)C1 (stereo not given)
 : 2	0.3	-1	-0.8	-7	-0.2	16	6	13
27. O=c1ccc(Oc2nc(N3CCOCC3)nc(N3CCOCC3)n2)n[nH]1
 : 18	0.5	17	-1.5	-2	-1.3	18	5	-18
28. CCCCC(=O)C1CCN(Cc2ccccc2)CC1
 : -2	0.7	106*	0.2	5	1.4	40	-1	-11
29. Cc1cc(C)nc(SCc2nnc(SCC(=O)O)n2-c2ccccc2)n1
 : 3	1.7	22	14*	-2	-0.5	8	12	-4
30. COc1ccc(C2CC(c3ccc4ccccc4c3)=NN2C(=O)CSc2ncccn2)cc1 (stereo not given)
 : -1	0.2	18	-0.2	11	-0.8	9	-18	-12
31. CCOC(=O)c1sc(NC(=O)CCN2CCN(C)CC2)c(C(=O)OCC)c1C
 : 8	1.4	-46	0.5	4	0.8	-10	6	-3
32. COc1ccc(/C=C/C(=O)NC(=S)NNC(=O)c2cccs2)cc1OC
 : -12	0.7	-8	0.4	·	-0.3	53	2	-2
33. Cc1c(/C=C/C(=O)c2ccccc2)cnn1C
 : -15	-0.5	-36	0.5	1	0.0	-50	-6	-9
34. O=C(CSc1nc2ncc(Cl)cc2[nH]1)NC1CCS(=O)(=O)C1 (stereo not given)
 : -6	0.1	14	-1.0	4	-0.1	-5	2	-15
35. CC(=O)C1=C(O)C(=O)N(CCCn2ccnc2)C1c1ccc(Br)cc1 (stereo not given)
 : 1	0.4	-1	-1.2	1	0.7	-9	-12	-10
36. COc1ccc(O)c(/C=c2/sc3nc4cc(C)c(C)cc4n3c2=O)c1
 : 3	-0.3	-15	1.4	5	-1.7	22	-2	-13
37. CC1CCCN(c2oc(-c3cccc4ccccc34)nc2C#N)C1 (stereo not given)
 : 9	0.7	23	0.7	-6	1.3	31	0	-23
38. COc1cccc(C(=O)Oc2cccc(N3C(=O)C4C5CC(C(Br)C5Br)C4C3=O)c2)c1 (stereo not given)
 : 5	0.6	-13	0.3	-4	1.5	44	-19	-13
39. O=C(NCc1ccco1)c1cc(-c2ccccc2)on1
 : -8	-0.7	-27	2.9	1	-0.3	-3	-4	11
40. O=C1CCCC1C(=O)Nc1ccc2ccccc2c1 (stereo not given)
 : -14	0.7	-31	0.4	·	1.0	16	-11	0

Another view of two compounds above.
#	Structure	NPY-Y1 PAM-ag	TRPML3 agonist	EP2 mod	S1P4 ag	NPY-Y1 antag	TRPN1 ag	CHOP inhibitor	NPY2 pot ag	S1P4 antagonist
32	COc1ccc(/C=C/C(=O)NC(=S)NNC(=O)c2cccs2)cc1OC	-12	0.7	-8	0.4	·	-0.3	53	2	-2
33	Cc1c(/C=C/C(=O)c2ccccc2)cnn1C	-15	-0.5	-36	0.5	1	0.0	-50	-6	-9

Later entries.
Values run as follows: NPY-Y1 PAM-ag	TRPML3 agonist	EP2 mod	S1P4 ag	NPY-Y1 antag	TRPN1 ag	CHOP inhibitor	NPY2 pot ag	S1P4 antagonist
41. CN1CCc2c(sc3c2C(=O)NC(/C=C\c2ccccc2)N3)C1 (stereo not given)
 : 7	2.3	-29	1.2	·	3.2	12	14	-14
42. Cc1cc(S(=O)(=O)N2CCC(NC(=O)C34CC5CC(CC(C5)C3)C4)CC2)ccc1-n1cnnn1
 : 6	-0.1	-4	1.3	9	0.8	52	-21	-8
43. O=C(CCSc1nc(-c2ccco2)cc(C(F)(F)F)n1)NCCN1CCOCC1
 : -12	0.4	-33&22	-0.8	-7	0.3	32	3	-19
44. Cc1ccc(C(=O)NC2CCN(C(=O)NC3CCCCC3)CC2)cc1
 : -22	0.2	15	3.5	-1	1.1	7	-18	-4
45. O=[N+]([O-])c1ccc(Cl)c(/C=N/Nc2nc(N3CCOCC3)nc(N3CCOCC3)n2)c1
 : 11	0.5	-23	-3.1	-2	-0.4	9	-2	-1
46. CCOc1cc(NC(=O)c2cccs2)c(OCC)cc1NC(=O)c1ccco1
 : -18	0.8	27	0.4	8	-0.1	-18	-4	4
47. CCCCSc1nnc(-c2ccc(C)cc2)c2ccccc12
 : 8	0.4	28	0.6	7	-1.8	64	2	-9
48. COc1ccc(CC(=O)OCn2nnc3ccccc3c2=O)cc1
 : -25	0.1	4	2.5	5	-1.1	-1	9	-14
49. COc1ccc(-c2cn3ccc(C)cc3n2)cc1
 : -3	-0.1	-50	0.7	·	0.2	59	6	-3
50. CCOc1cc(-c2c(C#N)c(N)nc3c2CCc2ccccc2-3)ccc1O
 : -3	-0.2	2	-0.9	2	-0.5	78*	0	-18
51. Cc1c(NC(=O)c2ccc3c(c2)C(=O)N(Cc2ccco2)C3=O)cccc1C(=O)O
 : 4	0.9	20	0.2	7	0.5	2	5	-7
52. COc1cc([C@H]2[C@@H]3CCCC[C@]3(O)CCN2Cc2ccccc2F)ccc1O
 : -12	-0.2	4	1.1	10	-0.3	11	3	-17

Limited to NPY2 pot ag, NPY-Y1 PAM-ag and S1P4 ag, for two of the compounds above:
| entry | molecule | NPY2 pot ag | NPY-Y1 PAM-ag | S1P4 ag |
| --- | --- | --- | --- | --- |
| 28 | CCCCC(=O)C1CCN(Cc2ccccc2)CC1 | -1 | -2 | 0.2 |
| 34 | O=C(CSc1nc2ncc(Cl)cc2[nH]1)NC1CCS(=O)(=O)C1 (stereo not given) | 2 | -6 | -1.0 |

Random excerpt: 3 entries already listed, in no set order.
Values run as follows: NPY-Y1 PAM-ag	TRPML3 agonist	EP2 mod	S1P4 ag	NPY-Y1 antag	TRPN1 ag	CHOP inhibitor	NPY2 pot ag	S1P4 antagonist
50. CCOc1cc(-c2c(C#N)c(N)nc3c2CCc2ccccc2-3)ccc1O
 : -3	-0.2	2	-0.9	2	-0.5	78*	0	-18
46. CCOc1cc(NC(=O)c2cccs2)c(OCC)cc1NC(=O)c1ccco1
 : -18	0.8	27	0.4	8	-0.1	-18	-4	4
41. CN1CCc2c(sc3c2C(=O)NC(/C=C\c2ccccc2)N3)C1 (stereo not given)
 : 7	2.3	-29	1.2	·	3.2	12	14	-14
